Assay outcomes: PubChem, Fisher Drug Discovery Resource Center
mcGAS inh: inhibitors of mouse cGAS; Q8C6L5; recombinant cGAS, Kinase-Glo ATP depletion luminescence; inhibition, % at 12.5 µM; 0.15% of 160,000 active;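 also: 0% = negative control wells and 100% = reference inhibitor with no enzyme activity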
hcGAS lum: blocks human cGAS activity. recombinant h-cGAS, ATP depletion, Kinase-Glo luminescence. 0.081% of 290,000 active. inhibition, % at 12.5 µM;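 also: 0% = vehicle reaction and 100% = reaction without DNA for no activity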
Target sequence (Q8N884 whole entry, looked up): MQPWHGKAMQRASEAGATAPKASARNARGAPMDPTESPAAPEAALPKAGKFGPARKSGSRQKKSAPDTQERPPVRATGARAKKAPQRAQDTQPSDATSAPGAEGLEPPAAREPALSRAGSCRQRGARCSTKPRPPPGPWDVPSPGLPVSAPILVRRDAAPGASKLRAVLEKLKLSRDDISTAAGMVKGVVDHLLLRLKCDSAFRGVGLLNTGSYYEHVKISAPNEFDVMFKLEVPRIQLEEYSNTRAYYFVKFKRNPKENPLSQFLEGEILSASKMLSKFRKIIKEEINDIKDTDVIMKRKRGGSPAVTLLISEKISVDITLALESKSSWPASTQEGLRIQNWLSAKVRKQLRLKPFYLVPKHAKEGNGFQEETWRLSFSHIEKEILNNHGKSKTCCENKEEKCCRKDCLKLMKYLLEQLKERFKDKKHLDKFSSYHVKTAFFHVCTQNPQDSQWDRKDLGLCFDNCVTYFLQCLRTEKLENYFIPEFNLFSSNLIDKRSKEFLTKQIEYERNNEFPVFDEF
NPYLR7 ag: activates Aedes aegypti NPYLR7 receptor; AID 1259423; HEK293T NPYLR7/Galpha15, GCaMP6s calcium fluorescence; 0.15% of 270,000 active; activation, % at 10 µM; in the data active = activation above about 40%;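 also: 0% = vehicle and 100% = reference agonist at the receptor; some compounds past the cut are filed as inactive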
Active calls of the source: *; nt = not tested or not shown; & = joins results of further samples. Rule as the data show it, unless noted: active = inhibition above about 40%; inactive = the rest. Compounds were not picked by outcome; overall some 0.29% were active at least once.

SMILES | mcGAS inh | hcGAS lum | NPYLR7 ag
CCN1CCN(S(=O)(=O)c2ccc(OC)c(N3CCN(C(=O)c4c(F)cccc4Cl)CC3)c2)CC1 | -7 | -10 | 6
OCC1OC(n2cnc3c(Cl)ncnc32)C(O)C1O (stereo not given) | -3 | -18 | -3
O=C(c1ccccc1-c1ncn[nH]1)N1CCCC(N2CCC(CO)CC2)C1 (stereo not given) | -26 | -2 | 0
O=C1c2ccc([N+](=O)[O-])cc2C(=O)N1CNc1ccc(Cl)cc1 | -5 | -5 | 0
Cc1ccc(C(=O)N(CC(=O)N(CCc2ccccc2)Cc2ccc(C)o2)Cc2ccco2)cc1 | -8 | -10 | nt
CCCCn1cnc2sc3c(c2c1=N)CCCCC3 | -4 | -7 | 6
CCCOCCN1CC(C(=O)O)CC1=O (stereo not given) | nt | -9 | 8
CN1CCN(c2nc3nonc3nc2Nc2ccc(F)cc2)CC1 | -5 | -7 | -13
Cc1nccn1CCNC(=O)C1(c2ccccc2)CCOCC1 | nt | -6 | 6
O=S(=O)(c1ccccc1Cl)N1CCC(c2c[nH]c3ccccc23)CC1 | -4 | 0 | 2
N#CC(c1ccccn1)c1cc(N2CCN(C(=O)/C=C/c3ccoc3)CC2)ncn1 (stereo not given) | -3 | -7 | -2
CCN(C1CCCCC1)S(=O)(=O)c1cc(C)c(C)c(C)c1C | nt | 9 | 7
Cc1cc(C)cc(OCCn2cnc3sccc3c2=O)c1 | nt | 2 | -8
Cc1ccc(NC(=O)C2CSCN2C(=O)c2ccoc2)c(C)c1 (stereo not given) | nt | -7 | 7
CC(C)Oc1ccc(CNC(=O)N2CCC(N3CC=CC3)C2)cc1F (stereo not given) | nt | -10 | -1
O=C(NCCCN1CCOCC1)c1ccc(CSc2nc(Cl)cc(N3CCC(Cc4ccccc4)CC3)n2)cc1 | -5 | -7 | 0
CCC(CC)C(=O)N(CCN(C)C)Cc1cc(NC(=O)C(C)C)ccc1N(C)C | -5 | 0 | nt
O=S(=O)(NC1CCN(S(=O)(=O)c2ccc(Cl)cc2F)CC1)c1ccccc1 | nt | -10 | 0
COC(=O)CC1CN(Cc2cnn(-c3ccccc3)c2)CCO1 (stereo not given) | nt | -10 | 2
COc1ccc(N2CCn3c(SC(C)c4ccccc4)nnc32)cc1 (stereo not given) | -8 | -6 | 2
COc1ccc(-n2ncc(C(=O)O)c2-c2ccccc2)cc1 | -3 | 0 | -6
O=C(NCc1ccco1)c1ccc(CSc2nnc(-c3ccccc3Cl)n2Cc2ccccc2)cc1 | -4 | -9 | 8
CC[C@H]1COCCN1C(=O)CN(C)C1CCNCC1 | -7 | -11 | nt
Cc1nnc(SCCNC(=O)Cc2cnc3c(C)cccn23)s1 | nt | -5 | 9
O=C(OCCNC(=O)c1cc2ccccc2oc1=O)c1ccccc1 | 3 | 4 | -16

Remaining list, next part
SMILES | mcGAS inh | hcGAS lum | NPYLR7 ag
Fc1ccccc1N1CCN(c2nc(-c3ccccc3)nc3ccccc23)CC1 | -4 | -5 | 5
CC(=O)Oc1c(-c2ccc(NC(=O)c3ccc(F)cc3)cc2)c(-c2ccc(F)cc2)nn1-c1ccc(F)cc1 | -7 | -6 | -3
COc1ccc(C(=O)C2CCCN(c3cc(C(C)C)ncn3)C2)cc1F (stereo not given) | nt | 1 | 12
CCOc1cc(Cl)ccc1NC(=O)N(C)Cc1cccnc1 | -14 | -18 | 4
COc1cccc(CN(Cc2ccc(C(O)(c3cccs3)c3cccs3)o2)C2CC2)c1OC | -4 | -4 | 11
O=C(c1cc2ccccc2s1)N1CC(=O)N2CCc3ccccc3C2C1 (stereo not given) | -7 | -8 | -1
O=C1c2ccccc2C(=O)N1CCCCN(C(=O)c1cc(Cl)cc(Cl)c1)c1ccc(Cl)cc1 | -7 | -3 | -4
COc1ccc(C(NC(=O)C2CCN(CCOc3ccccc3OC)CC2)c2ccccn2)cc1 (stereo not given) | -4 | -2 | 34
CCOc1ccc(C(=O)NCCc2cc3c(OC)ccc(OC)c3[nH]c2=O)cc1OCC | -7 | -10 | 0
Cc1nnc2ccc(N3CCN(C(=O)COc4ccc5c(c4)OCO5)CC3)nn12 | -10 | -6 | 2
O=C(CSc1nccn2nc(-c3ccccc3)cc12)NCc1ccc(F)cc1 | -7 | -5 | -2
COC(=O)CSc1ncnc2c1nnn2C | nt | -6 | 1
Cc1cccc(C(=O)N2C(C(=O)N3CCOCC3)COC23CCN(C(=O)CC(C)(C)C)CC3)c1 (stereo not given) | -4 | -4 | 1
C=CCN(CC(=O)N1CCc2sccc2C1COc1ccc(Cl)c(C)c1)C(=O)c1ccc2c(c1)OCO2 (stereo not given) | -4 | -5 | -2
COc1cc(C(=O)Nc2c3c(nn2C(C)(C)C)CSC3)cc(OC)c1OC | 0 | 1 | 0
CC(C)c1ccn(C2(C(=O)O)CCN(C(=O)C3(C)CCCO3)CC2)n1 (stereo not given) | -6 | -11 | nt
CCN1C(=O)c2ccc(-c3ccc(/C=C4/C(=O)N(c5ccc(C(=O)O)cc5)N=C4C)o3)cc2C1=O | -6 | -3 | 17
O=C(CN1C(=O)c2cccc3cccc1c23)Nc1ccc2ccccc2c1 | -7 | -5 | 7
COc1ccc(CN(Cc2ccc(F)cc2)CC(O)COCc2ccccc2)cc1OC (stereo not given) | -5 | -8 | -7
O=C(O)c1oc2ccc(Cl)cc2c1-n1cccc1 | nt | 3 | -1
Cc1ccc(Sc2c(C)nn(S(=O)(=O)c3cccs3)c2C)cc1 | nt | -5 | 0
CC(C)N=c1scc(-c2ccc(F)cc2)n1N=Cc1cc2c(cc1[N+](=O)[O-])OCO2 | nt | -1 | -2
CCOc1ccc(NC(=O)N2CCN(c3ccc4nnc(C)n4n3)CC2)cc1 | 0 | 2 | 4
CCC(C(=O)N(CC(=O)N(Cc1ccc2c(c1)OCO2)Cc1cccs1)C(C)C)c1ccccc1 (stereo not given) | -4 | -6 | 3
COCc1ccccc1NC(=O)c1ccc(=O)n(-c2ccccc2)n1 | nt | -4 | 0

Going on with the list:
SMILES | mcGAS inh | hcGAS lum | NPYLR7 ag
Cc1cc(C=C(C#N)c2nc(-c3cccs3)cs2)c(C)n1C1CC1 | nt | -7 | -2
Cn1ncc(Oc2ccc(F)cc2F)c(Nc2cccc(C(=O)NCc3cccnc3)c2)c1=O | -8 | -7 | -2
CS(=O)(=O)NCC(=O)NCc1ccc2sccc2c1 | -16 | -6 | 5
CCOC(=O)C1C(=O)NCC12CCN(C(=O)c1csc(-c3cccs3)n1)CC2 (stereo not given) | -4 | 2 | 8
Cc1nc2ccccc2nc1N1CCN(C(=O)c2ccc(F)c(Cl)c2)CC1 | -8 | -3 | nt
CN1CCCC1CCN1CCc2onc(-c3ccc(C(F)(F)F)cc3)c2C1 (stereo not given) | -7 | -5 | 12
O=c1[nH]c(=S)n(CCC2=CCCCC2)c(O)c1C=C1C=CC=N1 | -4 | -3 | -7
COCC(=O)N(CCN1CCCCC1)CC1CCCN(C2CCCC2)C1 (stereo not given) | nt | -11 | 4
CCN1C(=O)NC(c2ccc(Cl)cc2Cl)C2=C1CN(C(C)C(=O)N1CCN(c3ccccn3)CC1)C2=O (stereo not given) | -2 | -3 | 1
CCOC(=O)c1cc(C(C)(C)C)n(C2CCN(C(=O)C(Cc3ccccc3F)NC(C)=O)CC2)n1 (stereo not given) | -5 | -6 | -8
COc1cccc(C(=O)N(CC(=O)N(Cc2cccn2Cc2ccccc2Cl)C2CCCCC2)CC(C)C)c1 | -6 | -18 | -8
O=C(CN1CCN(CC(F)(F)F)c2ccccc21)NC1CC1 | nt | -8 | 1
CCCCN(CC(=O)Nc1cc(-c2ccccc2)nn1-c1ccc(C)cc1)C(=O)c1ccc(C)c([N+](=O)[O-])c1 | 2 | 5 | -5
CC(C)C(C(=O)Nc1ncn[nH]1)c1ccc(Cl)cc1 (stereo not given) | -8 | -8 | -3
Cc1cc2nc(-c3ccccc3)c(N3CCN(C(=O)c4ccccc4F)CC3)nc2cc1C | -6 | -14 | nt
COc1ccc(/C=C2\SC(=S)N(C3CCS(=O)(=O)C3)C2=O)cc1OC (stereo not given) | nt | -4 | 6
O=C(c1cc(F)ccc1Cl)N1CCC(Cc2ccccc2)CC1 | -4 | -1 | 5
COc1cc(CN(C2CC2)S(=O)(=O)c2ccc(C(C)=O)cc2)ccc1OC(F)F | nt | -9 | 4
Cc1nn(C)c(C)c1CCN(C)C(=O)C1(C)CCCCC(=O)N1 (stereo not given) | -6 | -12 | nt
COc1cn(CC(=O)NC2CCCC2)c(CSc2nnnn2C)cc1=O | -7 | -7 | -5
CCC(C)NC(=O)CSc1nn(-c2ccccc2)c(=O)[nH]1 (stereo not given) | nt | -6&-2 | 2&0
c1ccc(-c2ccc(CN3CCCC(OCc4cccnc4)C3)cc2)nc1 (stereo not given) | -17 | -4 | 1
O=C(NC1CC1)C1CCN(C2CCN(C(=O)C#Cc3ccccc3)CC2)CC1 | nt | -7&-8 | 6&8
O=C(NCC1CCCO1)C1CCN(C2CCN(CC#Cc3ccccc3)CC2)CC1 (stereo not given) | nt | -3 | 15
CCCn1ccnc1SCC(=O)NC(C)C12CC3CC(CC(C3)C1)C2 (stereo not given) | -6 | -7 | 0

Laid out differently: results already given
Values run as follows: mcGAS inh | hcGAS lum | NPYLR7 ag
Cc1cc(C=C(C#N)c2nc(-c3cccs3)cs2)c(C)n1C1CC1
  nt | -7 | -2
Cn1ncc(Oc2ccc(F)cc2F)c(Nc2cccc(C(=O)NCc3cccnc3)c2)c1=O
  -8 | -7 | -2
CS(=O)(=O)NCC(=O)NCc1ccc2sccc2c1
  -16 | -6 | 5
CCOC(=O)C1C(=O)NCC12CCN(C(=O)c1csc(-c3cccs3)n1)CC2 (stereo not given)
  -4 | 2 | 8
Cc1nc2ccccc2nc1N1CCN(C(=O)c2ccc(F)c(Cl)c2)CC1
  -8 | -3 | nt
CN1CCCC1CCN1CCc2onc(-c3ccc(C(F)(F)F)cc3)c2C1 (stereo not given)
  -7 | -5 | 12
O=c1[nH]c(=S)n(CCC2=CCCCC2)c(O)c1C=C1C=CC=N1
  -4 | -3 | -7
COCC(=O)N(CCN1CCCCC1)CC1CCCN(C2CCCC2)C1 (stereo not given)
  nt | -11 | 4
CCN1C(=O)NC(c2ccc(Cl)cc2Cl)C2=C1CN(C(C)C(=O)N1CCN(c3ccccn3)CC1)C2=O (stereo not given)
  -2 | -3 | 1
CCOC(=O)c1cc(C(C)(C)C)n(C2CCN(C(=O)C(Cc3ccccc3F)NC(C)=O)CC2)n1 (stereo not given)
  -5 | -6 | -8
COc1cccc(C(=O)N(CC(=O)N(Cc2cccn2Cc2ccccc2Cl)C2CCCCC2)CC(C)C)c1
  -6 | -18 | -8
O=C(CN1CCN(CC(F)(F)F)c2ccccc21)NC1CC1
  nt | -8 | 1
CCCCN(CC(=O)Nc1cc(-c2ccccc2)nn1-c1ccc(C)cc1)C(=O)c1ccc(C)c([N+](=O)[O-])c1
  2 | 5 | -5

Later entries
SMILES | mcGAS inh | hcGAS lum | NPYLR7 ag
COc1nc(-c2ccccc2C)n(-c2ccc(NC(=O)c3ccc4c(c3)OCO4)cc2)n1 | -9 | -1 | 29
CC1=CC2=NC(C(F)(F)F)(C(F)(F)F)NC(=O)N2C=C1 | nt | -4 | 6
CSc1ccc(-c2noc(Cn3ccn4nc(-c5cccs5)cc4c3=O)n2)cc1 | -6 | -6 | 1
Cc1nc2ccc(S(=O)(=O)NCCn3nc(-c4ccco4)ccc3=O)cc2s1 | -7 | 7 | -2
O=C1CC2(CCN(C(=O)c3ccc4cccc(Cl)c4n3)CC2)CN1 | nt | -5 | 6
C=CCNc1nc(-c2cc(F)ccc2F)cs1 | -9 | -6 | 7
CCc1ccc[n+](C2=C(c3c(C(C)C)[nH]n(-c4ccc(Cl)cc4)c3=O)C(=O)N(CC(C)C)C2=O)c1 | -6 | 0 | 1
Cc1ccc(-c2nnc(SCc3ccc(C(=O)NCc4ccc5c(c4)OCO5)cc3)n2-c2ccc(F)cc2)cc1 | -4 | -9 | 1
CCOC(=O)c1c(NC(=O)CCCl)sc2c1CCCCC2 | -3 | -1 | -10
O=C(CCCn1cnc2ccccc2c1=O)NCc1c(F)ccc(F)c1F | nt | -1 | 3
O=C(NCc1ccccn1)c1cccc(OC2CCN(C(=O)CC3=CCCCC3)CC2)c1 | -7 | -5 | 1
COc1cccc(CN2CCN(C(=O)c3cc(C)[nH]n3)CC2=O)c1 | nt | -6 | -5
CC(=O)CC1(O)C(=O)N(CCCOc2ccccc2C)c2ccc(C)cc21 (stereo not given) | nt | 0 | -2
Cc1cc(=O)n2c(-c3cccc(NC(=O)c4ccc(C(F)(F)F)cc4)c3)csc2n1 | nt | -12 | 11
C=c1ccccc1=c1[nH]c(=Cc2ccccc2[N+](=O)[O-])c(=O)o1 | -6 | -4 | 1
Cc1cc(C(=O)Nc2cc(S(=O)(=O)N3CCCCC3)ccc2C)on1 | nt | -6 | 0
CCCCOC1CC(N(C)Cc2ccc(S(=O)(=O)N(C)C)o2)C1(C)C (stereo not given) | nt | -4 | 1
CN1CCCn2nc(C(=O)NC(Cn3cccn3)c3ccccc3)cc2C1 (stereo not given) | -12 | -4 | 1
CC(=O)Nc1cccc(C(=O)N2CCOC(COc3ccc(C)cc3)C2)c1 (stereo not given) | -5 | -1 | -2
CCc1csc(CCNC(=O)C2CCC(=O)N(Cc3cccc(C(F)(F)F)c3)C2)n1 (stereo not given) | nt | -12 | 12
COc1cccc(Cn2c(=O)n(Cc3ccccc3)c(=O)c3oc4ccccc4c32)c1 | -1 | -6 | -1
Cc1nc2ncnn2c(N2CCN(C(=O)COc3cccc(Cl)c3)CC2)c1Cc1ccccc1 | -6 | -2 | 27
COC(=O)c1c(C)cccc1S(=O)(=O)Nc1cccc(C#N)c1 | nt | 3 | 0
COCCCN(Cc1nc(C(=O)OC)cs1)C(=O)c1ccccc1Br | -6 | -3 | 22
CCCCn1cc(C(C)(C)C)c(C#N)c1NC(C)=O | nt | -8 | -2
Cc1ccc(NC(=O)CSc2nc3ccccc3s2)c(C)c1 | -5 | -2 | -12
N=C(N)N1CCN(Cc2ccc3c(c2)OCO3)CC1 | -8 | -4 | 1
